GPR55 antagonists: GPR55 antagonists blocking LPI-driven arrestin recruitment, primary screen, imaging, U2OS, beta-arrestin-GFP, LPI agonist (AID 2013); U2OS GPR55 beta-arrestin-GFP translocation imaging, LPI antagonism; higher % means a stronger effect; hit rate 0.13% among 290,000; inhibition, % at 10 µM, or IC50 in µM where a hit was titrated;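 active means spots per cell inhibited over 60%, with over 100 cells counted and total cytoplasm intensity under 500,000; inconclusive means wells with under 100 cells, flagged as likely toxic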;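 further: U2OS cells stably carrying GPR55 and arrestin-GFP stimulated by 5 µM LPI near EC80; imaged beta-arrestin-GFP aggregate spots per cell after agonist stimulation; plate controls were LPI-stimulated DMSO wells for no effect and DMSO wells without LPI for full effect; some results filed as inactive read as strong as hits; confirmed hits need IC50 under 10 µM and bright autofluorescent wells are also inconclusive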
MgcRacGAP inhibition: MgcRacGAP GTPase-activating activity inhibitors, confirmation, biochemical, ADP Hunter fluorescence. MgcRacGAP-stimulated Rac1 GTP hydrolysis, ADP Hunter fluorescence; higher % means a stronger effect; GST-tagged Rac1 F28L mutant substrate. inhibition, % at 30 µM; hits with a dose series show IC50 in µM. hit rate 0.6% among 340,000. AID 624330;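 active means first-screen hits whose inhibition reached a set limit at any dose in the follow-up dose series; inconclusive means inhibition above the set first-screen limit but never retested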;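 further: fluorescence reports GDP produced by GAP-driven GTP hydrolysis; strong numbers were not always called active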
GPR35 antagonists: inhibition of zaprinast-stimulated GPR35 beta-arrestin translocation – imaging, U2OS, beta-arrestin-GFP, zaprinast agonist, primary screen (AID 2058) | hit rate 0.052% among 290,000 | inhibition, % at 10 µM, or IC50 in µM where a hit was titrated | U2OS GPR35 beta-arrestin-GFP translocation imaging, zaprinast antagonism; higher % means a stronger effect;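 active means inhibition of at least 50% with at least 30 cells and total cytoplasm GFP at most 10,000,000; inconclusive means under 30 cells or total GFP of 10,000,000 plus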
Yfh1-off respiration: mitochondrial function rescue without frataxin homolog – Friedreich's ataxia, plus single-dose screen, dose response (AID 1465). fold induction at 50 µM, or EC50 in µM where a hit was titrated. S. cerevisiae Yfh1-off respiration, WST-1 reduction, 72 h; higher fold induction means a stronger effect. hit rate 0.074% among 220,000;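 active means fold induction of absorbance versus untreated yeast above a set limit, then at least 30% activation at any dose in follow-up; inconclusive means repeats straddling the limit, or above it without dose testing; inactive means fold induction below the set limit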;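 further: activators that raise dye reduction in frataxin-depleted yeast; strong numbers were not always called active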
NTR1 ag: NTR1-driven beta-arrestin-GFP spot formation – imaging, U2OS cells, high content, primary screen (AID 493036); P30989; agonist mode; activation, % at 20 µM; hit rate 0.17% among 330,000;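 active means activation at or above 40% of the spot to cytoplasm intensity ratio, with at least 20 cells analyzed; inconclusive means wells under 20 cells, flagged as cytotoxic or low count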;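 further: 0% = DMSO without peptide and 100% = 100 nM NTR1 peptide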
Target sequence (P30989 whole entry, looked up): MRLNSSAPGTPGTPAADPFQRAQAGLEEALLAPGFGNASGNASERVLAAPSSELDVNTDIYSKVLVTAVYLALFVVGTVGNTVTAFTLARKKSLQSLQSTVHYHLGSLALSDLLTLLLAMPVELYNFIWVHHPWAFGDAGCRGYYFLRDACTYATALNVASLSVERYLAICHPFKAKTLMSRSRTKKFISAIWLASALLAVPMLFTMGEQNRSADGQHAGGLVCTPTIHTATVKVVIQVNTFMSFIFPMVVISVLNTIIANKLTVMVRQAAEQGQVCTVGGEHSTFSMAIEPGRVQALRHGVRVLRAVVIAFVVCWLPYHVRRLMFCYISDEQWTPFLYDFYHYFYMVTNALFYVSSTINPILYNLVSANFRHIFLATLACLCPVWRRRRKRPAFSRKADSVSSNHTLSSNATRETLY
GPR55 activation: GPR55 agonists via beta-arrestin recruitment, primary screen, imaging, U2OS cells, beta-arrestin-GFP redistribution (AID 1961) | activation, % at 10 µM; hits with a dose series show EC50 in µM | U2OS GPR55 beta-arrestin-GFP redistribution imaging; higher % means a stronger effect | hit rate 0.048% among 290,000;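 active means activation above 40% with more than 50 cells counted in the well; inconclusive means wells holding fewer than 50 cells, flagged as toxic or sparse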;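 further: U2OS osteosarcoma cells stably expressing GPR55 and beta-arrestin-GFP; plate controls were DMSO negative control for no effect and LPI positive control for full effect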
AID2073: disruptors of CaV2.2 binding to Mint1 – biochemical, HTRF (AID 2073) | HTRF protein-protein interaction, Mint1-CaV2.2; higher % means a stronger effect | one-dose inhibition, % at 20 µM; IC50 in µM for titrated hits | hit rate 0.19% among 290,000; in the data active means inhibition mostly above about 51%, no sharp cut-off; inconclusive means no clear call, values can overlap the other calls; inactive means mostly below about 53%; further: some results filed as inactive read as strong as hits
Large T inhibition: SV40 large T antigen inhibitors, biochemical (AID 1903); SV40 large T antigen ATPase/helicase inhibition assay; higher % means a stronger effect; inhibition, % at 20 µM; hits with a dose series show IC50 in µM; hit rate 0.39% among 310,000; in the data active means a potency from the dose series; inconclusive means inhibition mostly from about 32% at the one dose, without a potency; inactive means the rest, 99 in 100 with inhibition below about 32%; further: strong numbers were not always called active
NS5 inhibitors: flavivirus cap methylation enzyme inhibition – biochemical, confirmation dose response, primary screen (AID 588689); Dengue-2 NS5 methyltransferase capping enzyme assay, biochemical; higher % means a stronger effect; inhibition, % at 25 µM; hits with a dose series show IC50 in µM; hit rate 0.3% among 340,000; in the data active means a potency from the dose series; inconclusive means inhibition above about 29% without an active follow-up result
NTR1 ag cell count 20 µM: also measured in NTR1 ag; calls as there; cell count; measured here: cell count, cytotoxicity flag
NS5 inhibitors pilot replicate: recorded beside NS5 inhibitors, whose call it bears; inhibition, %; measured here: pilot screen replicate inhibition
* marks the source's active call; other numbers are inactive results; i = inactive; ? = inconclusive; nt = not tested or not shown.

SMILES | GPR55 antagonists | MgcRacGAP inhibition | GPR35 antagonists | Yfh1-off respiration | NTR1 ag | NTR1 ag cell count 20 µM | GPR55 activation | AID2073 | Large T inhibition | NS5 inhibitors | others
Fc1ccc(Nc2nc(N/N=C/c3ccco3)nc(N3CCCCC3)n2)cc1 | -9% | 8% | -15% | i | 12 | 40 | 0.2% | 8% | 10% | -22%
COc1ccc(CN2CCN(C(=O)c3ccc(CNS(=O)(=O)c4ccc(C)cc4)cc3)CC2)c(OC)c1OC | 5% | 8% | 6% | nt | 0.3 | 40 | -0.1% | 5% | 7% | 0%
Cc1[nH]nc(Nc2ccc(O)cc2)c1[N+](=O)[O-] | -8% | ? | 0% | i | 3.4 | 25 | 0.2% | -12% | 7.1µM* | -4%
Cc1c(C(=O)N(Cc2ccccc2)C2CCS(=O)(=O)C2)oc2ccccc12 (stereo not drawn) | -10% | 16% | 7% | nt | 6.2 | 52 | -0.1% | 3% | 8% | 2%
Cc1ccc(-c2ccc(=O)n(CC(=O)NCCN3CCCCC3C)n2)cc1 (stereo not drawn) | 1% | 13% | 13% | i | 0.7 | 44 | 0.2% | 21% | 1% | -6%
C#CCN(C(=O)c1ccc(OC2CCN(C(=O)CCOC)CC2)cc1)C1CCCCC1 | 2% | 2% | -8% | nt | 1.0 | 59 | 0.3% | -2% | -4% | -3%
Cc1ccc(OCc2nnc(SCC(=O)Nc3cccc4ccccc34)n2-c2ccccc2)cc1 | -4% | 8% | 10% | nt | 9.9 | 36 | 1.2% | 11% | 7% | 6%
Cc1ccc(-c2cc(C(=O)Nc3cnn(C45CC6CC(CC(C6)C4)C5)c3)no2)cc1 | 3% | -9% | -10% | i | 0.9 | 51 | -0.1% | 18% | 2% | -5%
CC(=O)Nc1ccc(NC(=O)C(C)Sc2nc3nc(C)cc(C)n3n2)cc1 (stereo not drawn) | nt | 4% | nt | nt | 1.1 | 58 | nt | nt | 16% | 4%
CCCCN1C(=O)NC(NC(=O)c2ccco2)(C(F)(F)F)C1=O (stereo not drawn) | 0% | 2% | 7% | i | -0.1 | 84 | 0.2% | -8% | 3% | -7%
CCOC(=O)C1=C(O)/C(=C/c2ccccn2)SC1=Nc1ccc(Cl)cc1 | 10% | 8% | -13% | i | 10 | 44 | 1.2% | 21% | 6% | -6%
COc1cccc(OC)c1C(=O)Nc1cc(C)nn1-c1nc2ccccc2[nH]1 | -17% | 10% | -4% | i | 9.4 | 43 | -0.2% | 8% | 2% | 0%
Cc1nn(C)c(C)c1CN(Cc1nc(CCC(C)C)no1)C(C)C | 8% | 2% | 8% | i | 3.5 | 33 | 0.0% | 8% | 20% | -11%
COCC(=O)OCC(=O)N1N=C(c2ccc(Cl)cc2)CC1c1ccco1 (stereo not drawn) | 0% | -10% | -12% | i | -1.1 | 44 | -0.2% | 19% | 6% | 1%
O=C(Nc1ccc2nsnc2c1)N1CCCCCC1 | 4% | 4% | -6% | i | 2.0 | 59 | -0.1% | 16% | -5% | -4%
CCN(CC)C(=O)CN(c1cc2c(cc1OC)oc1ccccc12)S(=O)(=O)c1ccccc1 | -4% | 3% | 3% | i | 2.1 | 64 | -0.2% | 40% | -2% | -2%
O=C(COC(=O)C12CC3CC(CC(C3)C1)C2)NC12CC3CC(CC(C3)C1)C2 | 40% | 10% | 3% | i | 3.1 | 55 | -0.1% | 2% | 3% | 1%
CCN(CC)CCCNC(=O)c1cc2c(=O)n(CC)c3ccccc3c2s1 | 3% | nt | -3% | nt | -1.0 | 77 | -0.1% | ? | 6% | -3%
CCC(NC(=O)C1CCCC1)c1ccccc1 (stereo not drawn) | nt | 12% | nt | nt | 0.3 | 51 | nt | nt | 13% | 6%
CCOc1cccc(NC(=O)C2CCCN(S(=O)(=O)c3ccc(-n4cnnn4)cc3)C2)c1 (stereo not drawn) | -2% | 5% | 27% | i | 0.9 | 82 | -0.4% | 0% | 15% | -6%
O=C(NC(=O)c1cc(OCC(F)(F)F)ccc1OCC(F)(F)F)Nc1ccccc1 | -3% | 6% | -4% | i | 6.0 | 50 | 0.2% | 7% | 7% | -2%
Cc1ccc(CSc2nnc(SCC(=O)N/N=C/c3ccccc3OCC(=O)O)s2)cc1 | 2% | -15% | 10% | i | 0.8 | 63 | 2.2% | 11% | 13% | 14%
C/C(=N/NC(=O)c1cccnc1)C1=C(O)CC(C)(C)CC1=O | 1% | 4% | 6% | i | 0.0 | 54 | 0.5% | 8% | 0% | 3%
COc1ccc(C2c3c(oc4ccc(Cl)cc4c3=O)C(=O)N2CCN2CCOCC2)cc1 (stereo not drawn) | 7% | -7% | -11% | i | 2.4 | 57 | 0.2% | -7% | 10% | -9%
CSc1nc2c(C)c(C)c(C)c(C)c2[nH]1 | -8% | 2% | 1% | i | -0.4 | 52 | 0.2% | -8% | -36% | -5%
O=C(c1ccc2c(c1)OCO2)N1CCNc2ccccc2C1 | 9% | 4% | -5% | i | -0.6 | 46 | -0.1% | -2% | -2% | -6%
COCCCn1c(=O)c2ccccc2n(CC(=O)NC2CCCCC2)c1=O | 15% | 7% | 25% | nt | 1.6 | 45 | -0.4% | 13% | 5% | 4%
CC(Sc1ccsc1[N+](=O)[O-])C(=O)NCc1ccco1 (stereo not drawn) | 5% | -16% | -4% | i | -0.5 | 95 | -0.6% | 37% | 2% | -3%
COc1cc(OC)cc(C(=O)N2CCC(N3CCN(c4ccccc4OC)CC3)CC2)c1 | 9% | 21% | 7% | i | 1.7 | 53 | 0.1% | -5% | 3% | 1%
COCCCNC(=S)N1CCC(C(=O)c2ccc(Cl)cc2)CC1 | 2% | 5% | 7% | nt | 0.4 | 42 | -0.3% | 2% | 13% | -3%
Cc1ccc(NC(=O)c2cc(C)on2)cc1 | 10% | -7% | 0% | i | 0.3 | 85 | 0.3% | 2% | 1% | 1%
CN(C)S(=O)(=O)c1ccc(NC(=O)c2c(F)cccc2Cl)cc1 | 6% | -4% | 17% | nt | 49* | 83* | 0.0% | -12% | 1% | -2%
Cc1ccc(NC(=O)C2CCCN(c3cnccn3)C2)c(C)c1 (stereo not drawn) | 2% | 8% | 28% | nt | 0.0 | 68 | -0.1% | 8% | 16% | 1%
COc1ccc(-c2cn[nH]c2-c2ccc(O)cc2O)cc1OC | 6% | 60µM* | -11% | nt | 0.3 | 84 | -0.1% | 13% | 29% | 0%
C[C@@H](C(=O)O)[C@H]1C[C@]1(C)[C@H](NC(=O)OCc1ccccc1)c1ccccc1 | 4% | 13% | -4% | i | -4.0 | 83 | -0.1% | -3% | 1% | -2%
O=C(c1cccc(Cl)c1)N(Cc1cccs1)C1CCS(=O)(=O)C1 (stereo not drawn) | 8% | -9% | 13% | i | -1.7 | 45 | -0.2% | -3% | 1% | 0%
O=C(C1CCCCCC1)N1CC[C@@H](N2CCC(O)CC2)[C@H](O)C1 | 4% | 7% | 1% | nt | 0.6 | 58 | 0.3% | 22% | 5% | -3% | NS5 inhibitors pilot replicate=-3.7
COc1cccc(C(=O)COC(=O)CCC(=O)NC2CCCCC2)c1 | 9% | 17% | 22% | i | -0.9 | 85 | 0.1% | 8% | 5% | 1%
O=C(N/C(=C/c1ccc(Br)cc1)C(=O)N1CCOCC1)c1ccc(Br)o1 | 6% | 10% | -7% | nt | 4.6 | 47 | 0.2% | 11% | 5% | 0%
Cc1ccc(C(=O)N2CCCC(CCC(=O)N3CCN(c4ccccn4)CC3)C2)cc1C (stereo not drawn) | -2% | 5% | -10% | nt | -0.2 | 81 | 0.0% | -9% | 1% | -11%
Cc1ccc(S(=O)(=O)NNC(=O)Nc2ccc(Cl)c(Cl)c2)cc1 | -6% | -13% | -6% | i | 0.6 | 51 | 0.2% | 3% | 10% | -8%
CCOCCCNC(=O)c1ccc(OC)c(OC2CCN(C(C)C)CC2)c1 | 4% | 9% | 4% | nt | 0.7 | 60 | -0.2% | 16% | 1% | -1%
O=C(Cc1ccccc1)NCC1COc2ccccc2O1 (stereo not drawn) | nt | -2% | nt | i | 1.5 | 59 | nt | nt | nt | -1%
CCc1ccccc1NC(=O)CSc1nnc(Cn2cnc3ccccc32)o1 | 8% | 7% | -17% | i | 0.4 | 61 | 0.4% | 3% | 22% | -6%
CC(=O)N1N=C(c2ccccc2O)CC1c1cccs1 (stereo not drawn) | -7% | -5% | 23% | nt | 1.2 | 62 | -0.1% | 11% | 4% | -2%
O=C(O)c1nn(CC(=O)N2CCN(S(=O)(=O)c3ccc(Cl)cc3)CC2)c(=O)c2ccccc12 | -6% | 11% | 5% | i | -0.1 | 54 | -0.2% | 16% | 9% | -2%
CC1(C)CC(=O)C=C(Nc2ccc([N+](=O)[O-])cc2)C1 | -4% | 8% | 0% | nt | 0.2 | 55 | -0.1% | 6% | -1% | 1%
O=C1CCCc2c1[nH]c1ccccc21 | 21% | 7% | -9% | i | 1.8 | 86 | -0.2% | 11% | 0% | -2%
O=C(NCc1ccccc1Br)c1ccncc1 | 8% | 7% | 2% | nt | -1.3 | 63 | -0.1% | 10% | 9% | -5%
Cc1[nH]c2ccccc2c1C(=O)COC(=O)C(C)C | 12% | 2% | 0% | i | 1.4 | 56 | 0.3% | 9% | 11% | -5%
CCCCN(C)C1CCN(C(=S)Nc2ccc(OCC)cc2)CC1 | -1% | 6% | -7% | i | -0.5 | 60 | 0.0% | -15% | 10% | -6%
O=C(O)/C=C/C(=O)Nc1ccc(Cc2ccc(NC(=O)/C=C/C(=O)O)cc2)cc1 | -1% | 11% | -7% | i | -0.8 | 43 | -0.3% | 3% | 7% | 4%
CCOc1cc(/C=N/NC(=O)c2cccs2)cc([N+](=O)[O-])c1O | 8% | 3% | -8% | i | 1.4 | 96 | 0.7% | 10% | 27% | 2%

Source: PubChem

Not a hit list; 1.7% or so of the library scored in one or more.
